MrgX1 ag: activates human MrgX1 receptor signaling. B-score at 10 µM. Q96LB2. 0.44% of 310,000 active. AID 588627. MrgX1-HEK293 cells, Fluo-4 calcium fluorescence, agonist mode; active compounds read high;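 active = calcium response B-score plate-corrected fluorescence ratio at least 3 library SD, with starting fluorescence B-score inside 5 SD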
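Test system: HEK293 cells stably expressing human MrgX1 receptor; Input: fifteen thousand cells per well; Dosing: compound delivered in addition one of three; Schedule: overnight seeding, then 1 h dark dye loading; Technique: Fluo-4 NW calcium fluorescence; Measure: B-scored fluorescence response ratio; Controls: positive and negative controls per plate.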
TRPC6 activator: activators of mouse TRPC6 channel; HEK293-TRPC6 membrane potential dye fluorescence; active compounds read high; AID 2550; 0.13% of 310,000 active; B-score at 10 µM;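 active = B-score of the integrated fluorescence ratio above library mean plus 3 SD, and starting fluorescence ratio within library mean plus 5 SD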;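 note: higher score means more depolarization so channel activation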
Target sequence (Q61143 whole entry, looked up): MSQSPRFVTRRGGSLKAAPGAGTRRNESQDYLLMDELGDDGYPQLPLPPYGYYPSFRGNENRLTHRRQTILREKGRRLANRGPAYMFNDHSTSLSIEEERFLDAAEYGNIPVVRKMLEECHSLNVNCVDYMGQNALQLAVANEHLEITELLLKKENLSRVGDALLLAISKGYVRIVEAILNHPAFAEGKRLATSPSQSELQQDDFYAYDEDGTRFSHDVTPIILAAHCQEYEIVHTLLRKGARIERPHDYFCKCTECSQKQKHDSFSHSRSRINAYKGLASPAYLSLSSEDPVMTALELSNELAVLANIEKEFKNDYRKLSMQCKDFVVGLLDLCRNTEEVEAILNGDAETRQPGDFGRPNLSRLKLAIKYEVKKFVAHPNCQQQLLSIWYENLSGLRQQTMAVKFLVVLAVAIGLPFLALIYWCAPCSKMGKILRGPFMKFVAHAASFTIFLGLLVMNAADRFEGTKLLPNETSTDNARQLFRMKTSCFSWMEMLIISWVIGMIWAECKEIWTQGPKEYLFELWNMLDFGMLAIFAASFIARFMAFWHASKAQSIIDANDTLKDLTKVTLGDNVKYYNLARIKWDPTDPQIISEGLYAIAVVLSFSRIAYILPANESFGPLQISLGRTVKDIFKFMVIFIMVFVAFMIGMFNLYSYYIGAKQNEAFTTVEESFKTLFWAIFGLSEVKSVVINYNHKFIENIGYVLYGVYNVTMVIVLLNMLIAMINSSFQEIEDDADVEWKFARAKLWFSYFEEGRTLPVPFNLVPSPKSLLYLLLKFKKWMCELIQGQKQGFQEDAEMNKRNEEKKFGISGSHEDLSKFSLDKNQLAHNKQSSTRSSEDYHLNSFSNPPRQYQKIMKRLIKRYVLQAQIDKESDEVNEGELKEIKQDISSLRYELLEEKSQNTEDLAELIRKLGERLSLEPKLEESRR
TRPC4 inh: inhibitors of mouse TRPC4 channel; Q9QUQ5; HEK293 TRPC4beta/mu-opioid, DAMGO-evoked Fluo4 calcium flux; active compounds read low; B-score at 10 µM; 0.39% of 300,000 active; AID 2247;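 active = B-score over 3 SD under the library average, no early fluorescence shift, positive overall ratio signal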
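material = TRPC4beta/mu-opioid receptor HEK293 cell line | probe or stimulus = sequential submaximal and maximal DAMGO stimulation | compound dosing = one concentration per compound | measured by = Fluo4 Ca2+ flux fluorescence | evaluation = integrated fluorescence ratio relative to baseline, converted to per-well B score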
TRPC4 PAM: allosterically enhances the mouse TRPC4 cation channel; HEK293 TRPC4beta/mu-opioid, DAMGO EC20, Fluo-4 Ca2+ flux; active compounds read high; 0.42% of 310,000 active; Q9QUQ5; B-score at 10 µM;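 active = B-score of calcium response area above 5 SD of library B-scores, with initial fluorescence ratio within 5 SD of library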;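 note: B-score of integrated fluorescence ratio over time as area under calcium response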
MrgX1 antag: human MrgX1 receptor antagonism, primary screen | Q96LB2 | MRGX1-HEK293 calcium flux, Fluo-4, BAM8-22 antagonism; active compounds read low | B-score at 10 µM | 1.3% of 310,000 active | AID 588676;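 active = calcium-response B-score plate-corrected more than 3 library SD below zero, starting fluorescence within 5 deviations, no agonist response on first addition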;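 note: peak minus trough fluorescence over baseline after final BAM8-22 challenge near maximal dose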
SKKanGAS inh: SKKanGAS growth inhibition | S. pyogenes SKKanGAS, kanamycin growth, BacTiter-Glo, 6 h | inhibition, % at 7.5 µM | 1.3% of 300,000 active | AID 1662;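 active = mean replicate score, as percent of positive control median, at least 50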;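 note: strain carries kanamycin resistance gene driven by streptokinase promoter and grows in 40 µg/ml kanamycin; loss of luminescence reflects streptokinase promoter inhibition or plain growth inhibition; 0% = median of DMSO wells and 100% = positive control at its reference dose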
TMEM16A act: mouse TMEM16A channel activation, primary screen; HEK293 TMEM16A/YFP-H148Q/I152L, iodide quench fluorescence; active compounds read low; 0.3% of 340,000 active; AID 623877; B-score at 10 µM; Q8BHY3;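 active = fluorescence-ratio B-score plate-corrected deviation score at least 3 library SD below zero, with starting fluorescence score within 5 deviations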;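 note: channel opened by trigger with iodide after compound preincubation; score built on the fluorescence ratio of max minus min over baseline; more negative score means more quench and so TMEM16A activation or potentiation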
TRPC4 act: TRPC4 (mouse) channel activation; 0.49% of 310,000 active; HEK293 TRPC4beta/mu-opioid, Fluo4 calcium fluorescence; active compounds read high; B-score at 10 µM; Q9QUQ5;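 active = B-score above 5 SD of library B-scores, and initial fluorescence ratio not above library mean plus 5 SD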;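 note: positive B-score marks a calcium rise read as TRPC4 activation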
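Material: TRPC4beta and mu-opioid receptor HEK293 stable cells | Incubation: 45 min room-temperature Fluo4 loading, 110 s read | Detection: Kinetic Fluo4 calcium fluorescence | Measure: Integrated baseline-normalised fluorescence ratio, converted to per-well B score | Benchmarks: Low control buffer alone, high control maximal DAMGO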
TMEM16A inh: inhibitors of mouse TMEM16A calcium-activated chloride channel; normalized B-score (activity score, 25-100; higher = stronger inhibition) at 10 µM; AID 588511; HEK293 TMEM16A/YFP iodide influx fluorescence, ionomycin; 1.2% of 310,000 active;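 active = ratio plate-corrected score three or more library SD toward inhibition, starting fluorescence score within five deviations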;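 note: score derived from kinetic fluorescence span divided by baseline fluorescence per well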
TRPC6 inhibitor: inhibitors of mouse TRPC6 channel. Q61143. AID 2553. 1.1% of 310,000 active. HEK293-TRPC6, membrane potential dye, ACh-evoked depolarization; active compounds read low. B-score at 10 µM;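 active = B-score under library mean minus 3 SD, initial fluorescence not abnormally high, positive integrated signal ratio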;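 note: B-score derived from integrated fluorescence ratio over the kinetic read; more negative B-score means stronger inhibition of depolarization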
MrgX1 PAM: human MrgX1 positive allosteric modulation, primary screen; Q96LB2; MrgX1-HEK293, Fluo-4 calcium flux, FDSS; active compounds read high; B-score at 10 µM; 0.63% of 310,000 active; AID 588675;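 active = plate-corrected calcium response at least 3 library SD above typical, normal starting fluorescence, not activating the receptor alone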;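 note: compound read alongside a low EC10 to EC30 dose of BAM8-22 agonist; peak minus trough fluorescence over baseline measured at the second addition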
* marks the source's active call; other numbers are inactive results; i = inactive; . = not tested or not shown.

Every second line gives: MrgX1 ag | MrgX1 antag | SKKanGAS inh | TRPC4 PAM | TMEM16A act | TRPC6 inhibitor | TMEM16A inh | TRPC4 act | TRPC4 inh | TRPC6 activator | MrgX1 PAM
- O=C(O)CCC(=O)NNC(=O)COc1ccc(Cl)cc1Cl
→ i | i | -8 | i | i | i | i | i | i | i | i
- O=C(OCc1nnc(-c2ccccc2)o1)c1ccc(Cl)cc1
→ i | i | -14 | i | i | i | i | i | i | i | i
- CC1CN(C(=O)c2cc3cc(Cl)ccc3[nH]2)CC(C)O1 (stereo unspecified)
→ i | i | 0 | i | i | i | i | i | i | i | i
- CC(=O)C1=C(O)C(=O)N(CCN(C)C)C1c1ccc(Cl)cc1 (stereo unspecified)
→ . | . | -1 | i | i | i | . | i | i | i | .
- CCN(CC(=O)Nc1ccc2c(c1)OCCO2)C(=O)c1ccc(Cl)cc1Cl
→ i | i | -3 | i | i | i | i | i | i | i | i
- O=c1cc(-c2ccc([N+](=O)[O-])cc2)nc2cc(-c3ccc(F)cc3)[nH]n12
→ i | i | 68* | i | i | i | i | i | i | i | i
- O=C(N/N=C/c1ccc(O)cc1)c1cc(C23CC4CC(CC(C4)C2)C3)[nH]n1
→ i | i | -7 | i | i | i | i | i | i | i | i
- O=C(CN1CCN(c2ccccn2)CC1)NC1CCCC1
→ i | i | 0 | i | i | i | i | i | i | i | i
- CC(C)(C)NC(=O)c1nn2c(C(F)(F)F)cc(-c3ccccc3)nc2c1Br
→ i | i | 0 | i | i | i | i | i | i | i | i
- CCOC(=O)C1=C(Nc2cccc(Cl)c2)OCC1=O
→ i | i | -6 | i | i | i | i | i | i | i | i
- O=C(NNC(=S)Nc1ccccc1Cl)c1ccccc1
→ i | i | 0 | i | i | i | i | i | i | i | i
- C/C=C(\C)C(=O)Nc1cccc(C2=NOC3(C2)C[C@H](C(N)=O)N(C(=O)c2cc([N+](=O)[O-])cc([N+](=O)[O-])c2)C3)c1 (stereo partly specified)
→ i | i | 8 | i | i | i | i | i | i | i | i
- COC(=O)C1CC23C=CCN4CCC5(c6ccccc6NC15C2C)C43 (stereo unspecified)
→ i | i | -4 | i | i | i | i | i | i | i | i
- COc1ccc(/C=N/N(CCC(=O)NC(C)(C)C)C2=NS(=O)(=O)c3ccccc32)cc1
→ i | i | 2 | i | i | i | i | i | i | i | i
- COc1ccc(C2=NN(C(C)=O)C(c3cccs3)C2)cc1OC (stereo unspecified)
→ i | i | 1 | i | i | i | i | i | i | i | i
- O=C1CN(S(=O)(=O)c2ccccc2)CC(=O)N1CCc1ccccc1
→ i | i | 6 | i | i | i | i | i | i | i | i
- CC(=O)N(Cc1cc2cc(C)ccc2[nH]c1=O)c1cccc(C)c1C
→ i | i | -5 | i | i | i | i | i | i | i | i
- CC(C)N1CCN(Cc2cccc(-c3ccco3)c2)CC1CCO (stereo unspecified)
→ i | i | -6 | i | i | i | i | i | i | i | i
- C/C(=N\NC(=S)NCc1ccccc1)c1ccc(Br)cc1
→ i | i | -4 | i | i | i | i | i | i | i | i
- N#CC1=C(C=Nc2ccccc2O)CCC1
→ i | i | 4 | i | i | i | i | i | i | i | i
- CC1CN(CCc2ccccc2)c2nc3c(c(=O)n(CC(N)=O)c(=O)n3C)n2C1 (stereo unspecified)
→ i | i | 12 | i | i | i | i | i | i | i | i
- Cn1nc([N+](=O)[O-])nc1Sc1nnc(-c2ccccc2)o1
→ i | i | 6 | i | i | i | i | i | i | i | i
- O=C(O)c1ccccc1Nc1ccc([N+](=O)[O-])cc1
→ i | i | 3 | i | i | i | i | i | i | i | i
- COc1ccc(Br)cc1C1Nc2ccccc2C(=O)N1NC(=O)c1ccncc1 (stereo unspecified)
→ i | i | -1 | i | i | i | i | i | i | i | i
- CC1(C)CC(=O)c2cc(C(=O)NCc3ccco3)c(=O)n(-c3ccc(Cl)cc3)c2C1
→ i | i | 1 | i | i | i | i | 121* | i | i | i
- COCc1cc(C)nc(Nc2ccccc2C)c1C#N
→ i | i | 2 | i | i | i | i | i | i | i | i
- COc1ccc(N2CCN(C(=O)C(C)(C)Oc3ccc(Cl)cc3)CC2)cc1
→ i | i | 4 | i | i | i | i | i | i | i | i
- COC(=O)c1sc(NC(=O)c2ccc(Cn3cc(Cl)cn3)o2)c(C#N)c1C
→ i | -4.6* | 32 | i | i | i | i | i | i | i | i
- O=C(CSc1nc2ccsc2c(=O)n1Cc1ccc(C(=O)O)cc1)NCC1CCCO1 (stereo unspecified)
→ i | i | 3 | i | i | i | i | i | i | i | i
- Cc1ccc(/C=N/n2c(C)n[nH]c2=S)o1
→ i | i | 2 | i | i | i | i | i | i | i | i
- Cc1ccc(-c2ccc(/C=N/NC(N)=S)o2)cc1
→ i | i | -15 | i | i | i | i | i | i | i | i
- Cn1cc(Br)c(C(=O)NNC(=O)Cc2ccc(Cl)cc2)n1
→ i | i | 4 | i | i | i | i | i | i | i | i
- Cc1ccc(-c2nnn(CC(=O)N(CC(=O)NC3CCCC3)c3ccccc3F)n2)o1
→ . | . | 2 | i | i | i | . | i | i | i | .
- CCc1ccc(OCC2c3cc(OC)c(OC)cc3CCN2C(=S)NC)cc1 (stereo unspecified)
→ i | i | 2 | i | i | i | i | i | i | i | i
- CCOc1ccccc1NS(=O)(=O)c1ccc2oc(=O)ccc2c1
→ i | i | 8 | i | i | i | i | i | i | i | i
- COc1ccc(-c2ccc(SCC(=O)N3CCCC3)nn2)cc1OC
→ i | i | -3 | i | i | i | i | i | i | i | i
- C[C@H](NC(=O)c1cc2c([nH]c3ccccc32)c(-c2ccccc2)n1)C(=O)O
→ i | i | 15 | i | i | i | i | i | i | i | i
- Cc1cccc(N2CCN(C(=O)CCC(=O)N3Cc4ccccc4Oc4ncccc43)CC2)c1C
→ i | i | 6 | i | i | i | i | i | i | i | i
- O=C(NC(=S)Nc1ccccc1N1CCN(C(=O)c2ccccc2)CC1)c1ccccc1F
→ i | i | 27 | i | i | i | i | i | i | i | i
- c1ccc2c(c1)nc(-c1ccncc1)n1nnnc21
→ i | i | -13 | i | i | i | i | i | i | i | i
- CCOC(=O)c1ccc(-n2c(CN3CCN(CCO)CC3)nc3ccc([N+](=O)[O-])cc3c2=O)cc1
→ i | i | -10 | i | i | i | i | i | i | i | i
- O=C(Nc1cccc(Cl)c1Cl)C1CC(=O)N(c2ccc(Br)cc2)C1 (stereo unspecified)
→ i | i | 6 | i | i | i | i | i | i | i | i
- COc1cccc(/C=N/NC(=O)CNC(=O)COc2cccc(C)c2)c1O
→ i | i | 10 | i | i | i | i | i | i | i | i
- O=C(N[C@@H]1CCC(=O)N(CC[C@H](Oc2ccccc2)c2ccccc2)CC1)OCc1ccccc1
→ i | i | 11 | i | i | i | i | i | i | i | i
- COc1cc2c3c(c1OC)C1(C=CC(=NO)C=C1)CC3N(C(C)=O)CC2 (stereo unspecified)
→ i | i | -8 | i | i | i | i | i | i | i | i
- COc1cccc(C(=O)Nc2nnc(-c3cccs3)s2)c1
→ i | i | 4 | i | i | i | i | i | i | i | i
- COC(=O)CCCNC(=O)c1ccc2[nH]c(C)c(C)c2c1
→ i | i | 1 | i | i | i | i | i | i | i | i
- CC(=O)N1c2ccc(S(=O)(=O)NCCC(=O)Nc3ccccc3C)cc2CC1C (stereo unspecified)
→ i | i | -1 | i | i | i | i | i | i | i | i
- CCN(CC)S(=O)(=O)c1cc(C(=O)N2CCc3ccccc32)ccc1Cl
→ i | i | -8 | i | i | i | i | i | i | i | i
- CCCCC(=O)N1CCN(c2ccc(OC)cc2[N+](=O)[O-])CC1
→ i | i | -8 | i | i | i | i | i | i | i | i
- CC1CCCCN1C(=O)c1cccc(NC(=O)c2ccccc2)c1 (stereo unspecified)
→ i | i | -6 | i | i | i | i | i | i | i | i
- NC(=O)NCCCC(NC(=O)c1ccc(C#CC2(O)CCCCC2)cc1)C(=O)O (stereo unspecified)
→ i | i | . | i | i | i | i | i | i | i | i
- Fc1cccc(NC(=S)NCCc2ccccc2)c1
→ i | i | -10 | i | i | i | i | i | i | i | i
- O=C(Nc1ccc2c(c1)OCCO2)c1cccnc1Oc1ccccc1
→ i | i | 2 | i | i | i | i | i | i | i | i
- O=C(CSc1nc2[nH]ncc2c(=O)[nH]1)Nc1cccc([N+](=O)[O-])c1
→ i | i | 1 | i | i | i | i | i | i | i | i
- Cc1ccccc1N1C(=O)C2C3CCC(O3)C2C1=O (stereo unspecified)
→ i | i | -4 | i | i | i | i | i | i | i | 19*
- NC(=O)C1CCN(C(c2ccccc2)c2nnnn2C2CCCC2)CC1 (stereo unspecified)
→ i | i | -8 | i | i | i | i | i | i | i | i
- O=C(O)c1ccc(N/N=C/c2ccncc2)cc1
→ i | i | 2 | i | i | i | i | i | i | i | i
- CC1=C(C(=O)N(C)C)C(c2cccs2)NC(=O)N1 (stereo unspecified)
→ i | i | -19 | i | i | i | i | i | i | i | i
- O=C(COC(=O)c1ccc(NS(=O)(=O)c2cccs2)cc1)NCc1ccco1
→ i | i | -17 | i | i | i | i | i | i | i | i
- O=C(NCc1ccccn1)Nc1cccc([N+](=O)[O-])c1
→ i | i | 0 | i | i | i | i | i | i | i | i
- COC(=O)C1=C(C)NC(=O)CC1c1cccc(OC)c1OC (stereo unspecified)
→ i | i | 1 | i | i | i | i | i | i | i | i
- O=[N+]([O-])c1ccc2nc(-c3ccc(Cl)cc3)n(OCc3ccccc3)c2c1
→ i | i | -5 | i | i | i | i | i | i | i | i

A different layout for some results above.
smiles,MrgX1 ag,MrgX1 antag,SKKanGAS inh,TRPC4 PAM,TMEM16A act,TRPC6 inhibitor,TMEM16A inh,TRPC4 act,TRPC4 inh,TRPC6 activator,MrgX1 PAM
CCN(CC)S(=O)(=O)c1cc(C(=O)N2CCc3ccccc32)ccc1Cl,i,i,-8,i,i,i,i,i,i,i,i
CCCCC(=O)N1CCN(c2ccc(OC)cc2[N+](=O)[O-])CC1,i,i,-8,i,i,i,i,i,i,i,i

Screening data: PubChem, several laboratories
